# PP5 inh: blocks human protein phosphatase 5 activity; inhibition, % at 6.7 µM; purified PP5c, OMFP substrate fluorescence; P53041; actives 0.18% (n = 320,000);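 active = inhibition above the campaign's mean inhibition across all tested compounds plus 3 SD, cut at about 9.5% in these data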;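 note: 0% = DMSO only and 100% = 100 µM cantharidin control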
# procasp3 activ: procaspase-3 (human) activation | actives 0.11% (n = 330,000) | activation, % at 8.5 µM | P42574 | recombinant procaspase-3 D3A, Ac-DEVD-pNA absorbance 405 nm;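 active = activation above the mean of all tested compounds plus 3 SD, cut at about 21% in these data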;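 note: 0% = DMSO alone and 100% = DMSO wells spiked with extra 5 µM PC-3 D3A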
# Target sequence (P42574 whole entry D9A/D28A/D175A): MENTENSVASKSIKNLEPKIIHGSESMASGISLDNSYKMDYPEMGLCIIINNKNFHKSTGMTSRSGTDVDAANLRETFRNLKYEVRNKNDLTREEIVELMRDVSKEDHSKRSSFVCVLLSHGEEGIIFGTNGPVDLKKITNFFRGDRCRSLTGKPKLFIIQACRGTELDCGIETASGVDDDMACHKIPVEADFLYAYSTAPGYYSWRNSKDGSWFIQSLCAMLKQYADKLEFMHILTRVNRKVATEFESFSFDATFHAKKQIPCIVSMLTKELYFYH
#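 Assay system – Procaspase-3 D3A mutant, all three cleavage aspartates alanine · Controls – DMSO-only low control, 5 µM PC-3 D3A high control · Schedule – 1 h compound preincubation, 2 h substrate hydrolysis at 25 °C · Signal – 405 nm absorbance of p-nitroaniline, reads at 0 and 120 min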
# PP1 counter: blocks human PP1-alpha phosphatase, a PP5 counter-screen | P62136 | inhibition, % at 6.7 µM | purified PP1alpha, OMFP fluorescence | actives 0.9% (n = 320,000);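 active = inhibition above the mean inhibition of all tested compounds plus 3 SD, computed separately for each screening campaign, cut at about 15% in these data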
# Target sequence (P62136 whole entry, looked up): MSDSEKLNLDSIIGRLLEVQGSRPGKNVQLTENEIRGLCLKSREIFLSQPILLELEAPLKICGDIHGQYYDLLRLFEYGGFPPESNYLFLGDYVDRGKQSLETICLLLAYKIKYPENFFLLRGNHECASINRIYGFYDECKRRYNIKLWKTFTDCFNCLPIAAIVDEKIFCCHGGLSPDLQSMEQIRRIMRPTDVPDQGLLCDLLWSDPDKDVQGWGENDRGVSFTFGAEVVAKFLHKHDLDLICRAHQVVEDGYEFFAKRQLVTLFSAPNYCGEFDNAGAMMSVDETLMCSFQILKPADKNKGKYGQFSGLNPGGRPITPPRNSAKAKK
# proCasp7 act: activates human procaspase-7, counter-screen for procaspase-3 activators. P55210. recombinant procaspase-7, Ac-DEVD-pNA absorbance 405 nm; D23A/D198A/D206A triple mutant, cannot self-cleave; scale: DMSO 0, 5 µM enzyme 100. activation, % at 8.5 µM. actives 0.093% (n = 330,000). AID 463210;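 active = percent activation above the screen-wide mean plus 3 SD, cut at about 25% in these data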
# Target sequence (P55210 whole entry D23A/D198A/D206A): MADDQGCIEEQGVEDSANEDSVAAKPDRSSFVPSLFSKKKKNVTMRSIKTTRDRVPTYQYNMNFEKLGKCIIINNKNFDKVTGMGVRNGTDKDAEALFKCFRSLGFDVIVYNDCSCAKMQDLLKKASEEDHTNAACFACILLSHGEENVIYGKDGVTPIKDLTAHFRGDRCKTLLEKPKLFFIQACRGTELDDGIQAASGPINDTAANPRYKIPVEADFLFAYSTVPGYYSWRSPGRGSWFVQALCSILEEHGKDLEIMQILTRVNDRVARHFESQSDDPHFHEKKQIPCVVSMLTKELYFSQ
#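 System: Uncleavable procaspase-7 mutant enzyme; Amount: 2 µM procaspase-7 mutant as dispensed; Schedule: 1 h compound preincubation, 2 h substrate cleavage, 25 °C; Measured by: 405 nm absorbance of p-nitroaniline; Evaluation: percent activation from buffer-corrected 0–120 min absorbance change; Control set: low DMSO alone, high DMSO plus 5 µM PC-7.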
# GASC-1 inh: blocks human GASC-1 demethylase activity | actives 0.069% (n = 330,000) | GST-JMJD2C(1-420) H3K9me3 demethylation, DELFIA europium | inhibition, % at 2.35 µM | Q9H3R0;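 active = more than half of a compound's replicate wells show inhibition beyond 50%, single wells judged on their own value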;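 note: signal counts dimethyl H3K9 product captured on neutravidin plate; 0% = median of DMSO wells and 100% = 0.3 times that DMSO median; strong numbers were not always called active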
# HCV core dimer: HCV core protein dimerization inhibition. TR-FRET GST/Flag-core106 dimerization, 1536-well. inhibition, % at 5 µM. actives 0.33% (n = 300,000). AID 1899;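 active = inhibition above the mean of all tested compounds plus 3 SD, set per screening campaign, cut at about 45% in these data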
#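 Material: Tagged HCV core106 pair (GST and Flag) | Amount: GST-core106 13.5 nM, Flag-core106 17 nM | Medium: KF-containing HEPES buffer, pH 7.45, DTT, CHAPS, BSA | Reagent: Eu donor and XL665 acceptor anti-tag antibodies | Schedule: 4 h at 22.5 °C | Technique: Time-resolved FRET, ex 340 nm, em 617 and 671 nm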
# VLA-4 inh: inhibition in a human VLA-4 binding assay; P13612; VLA-4 expressing cells, ligand binding flow cytometry; inhibition, % (about 7 µM as worked out from the volumes in the protocol); actives 0.2% (n = 330,000); AID 2557; in the data active = inhibition above about 50%
# Fh CTSL1 inh: blocks F. hepatica cathepsin L1 in PFM18AAP counter-screen | inhibition, % at 5.96 µM | actives 0.49% (n = 300,000) | recombinant F. hepatica cathepsin L1, Z-Leu-Arg-MCA fluorescence;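 active = inhibition above the mean of all tested compounds plus 3 SD, set per screening campaign, cut at about 17% in these data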;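 note: 0% = plate median of test compound wells and 100% = 1 µM Z-Phe-Ala-diazomethylketone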
# GRK2 aptamer HTS: inhibitors of human GRK2 displacing RNA aptamer; P25098; bead flow cytometry, FAM-aptamer displacement from GRK2; inhibition of aptamer binding, % at 10 µM; actives 0.59% (n = 330,000);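 active = inhibition of aptamer binding above 40%, roughly 3 SD of noise, on plates passing a quality check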;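 note: median bead fluorescence of bound FAM aptamer so fluorescent compounds give negative values; no value below 0 was filed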
# * marks the source's active call; other numbers are inactive results; . = not tested or not shown.
# Every second line gives: PP5 inh	procasp3 activ	PP1 counter	proCasp7 act	GASC-1 inh	HCV core dimer	VLA-4 inh	Fh CTSL1 inh	GRK2 aptamer HTS
NNC(=O)CCC(=O)Nc1ccccc1
  0.0	3	-5	-1	-16	-5	24	-2	0
COc1ccc(/C=N/NC(=O)c2sccc2OCc2ccc(F)cc2)cc1OC
  0.9	2	-3	-6	-3	18	-5	1	0
Cc1ccc(-c2nonc2NC(=O)c2ccco2)cc1
  0.0	11	-7	4	61	-5	20	-1	5
O=C(c1ccco1)N1CCN(C(=O)c2cc3ccccc3oc2=O)CC1
  3.4	3	-5	1	-8	-4	0	-1	0
Cc1cc(C)c2nc(N)sc2c1
  1.2	5	-2	-3	13	5	19	3	7
COc1ccc(F)cc1C(=O)C1CCCN(Cc2cccn2-c2cccnc2)C1 (stereo not given)
  -2.3	0	-7	4	-8	-10	-1	-3	0
CN(C)CCNC(=O)C(=O)Nc1ccc2c(c1)N(S(=O)(=O)c1cccs1)CCC2
  4.1	15	-3	2	36	-1	24	3	0
O=C(Nc1nc2ccccc2s1)c1cnccn1
  0.9	4	-2	4	-4	-4	-1	0	2
CC(C)(C)c1ccc(C(=O)CSc2n[nH]c(=O)[nH]c2=O)cc1
  1.0	2	3	6	10	1	-9	6	0
NC(=O)N1c2ccccc2CC(=O)c2ccccc21
  0.9	1	-1	-7	-4	-3	-20	4	4
CCNC(=O)n1cc(-n2cncn2)c(-c2ccc(Cl)cc2)n1
  1.2	-1	1	4	15	-10	26	-7	2
COC(=O)c1cc2sccc2n1CC(=O)Nc1cccc(SC)c1
  4.2	-4	2	11	.	7	7	0	0
COCCNC(=S)Nc1ccc(N2CCCCC2)cc1
  -2.5	-7	-5	-32	4	-1	3	0	0
CCOC(=O)c1sc(/S(C)=N\S(=O)(=O)c2cccc(Cl)c2)c2c1CCC=C2 (stereo not given)
  -1.6	11	-2	-3	-9	5	-7	1	0
Cc1ccc(-n2nnnc2SCC(=O)c2c(N)n(C3CC3)c(=O)[nH]c2=O)c(C)c1
  -0.1	8	-2	-5	8	.	7	.	1
CCNc1nc(NCC)nc(N/N=C/c2ccc(Br)cc2)n1
  -1.3	-3	-7	5	-3	8	5	4	0
CN(C1CCCCC1)S(=O)(=O)c1ccc(SCC(=O)C(C)(C)C)nc1
  .	4	.	7	-3	.	11	.	0
COCC1CCCN(Cc2cn[nH]c2-c2cc3ccccc3o2)C1 (stereo not given)
  0.1	3	1	-9	0	-3	-17	1	0
S=c1[nH]nc(-c2cc(-c3ccccc3)n[nH]2)n1/N=C/C=C/c1ccco1
  2.3	-14	3	-19	-2	28	6	2	6
Brc1ccc(OCc2cn3ccccc3n2)cc1
  -0.4	2	0	2	1	-2	6	-3	0
Nn1c(Cc2cccc3ccccc23)nnc1SCCOc1ccc(Br)cc1
  6.9	-4	4	3	14	8	15	3	1
COc1ccccc1Nc1nc(-c2sc(NC(=O)C(C)(C)C)nc2C)cs1
  3.7	-6	2	-14	-2	-2	-7	-1	0
C=C1CN(Cc2ccccc2)S(=O)(=O)c2ccccc21
  -1.7	1	5	-9	2	24	1	4	3
COc1cccc(CNCC(=O)N2C(C)CCCC2C)c1 (stereo not given)
  0.9	5	0	2	0	-2	5	3	4
CCC(=O)c1ccc(OCC(O)Cn2nc(C)c(C(C)=O)c2C)cc1 (stereo not given)
  -0.8	9	0	-3	2	4	21	-2	1
Cn1cnnc1Sc1nc2ccccc2nc1NS(=O)(=O)c1ccccc1
  -0.3	-19	7	-17	-2	-3	-11	12	0
O=C(Cc1cccs1)N1CCN=C1SCc1ccc(Br)cc1
  -0.4	9	3	14	-7	1	-9	2	1
c1nc(NCC2CCCO2)c2[nH]cnc2n1 (stereo not given)
  1.4	-2	-4	11	-5	0	1	-2	0
NC(=O)c1ccc(-n2nnnc2Oc2ccccc2C(=O)N2CCOCC2)cc1
  0.9	-10	0	-6	-2	1	-8	2	0
N#Cc1ccc2ccn(CC(=O)NC3CCCCC3)c2c1
  0.9	7	-4	11	8	-2	4	-1	1
CN(c1ccccc1)S(=O)(=O)c1ccc(-c2ccccc2)cc1
  1.0	-3	3	4	2	1	2	2	3
CCS(=O)(=O)Nc1cccc(C2=NN(S(=O)(=O)c3ccccc3)C(c3cccs3)C2)c1 (stereo not given)
  3.4	-6	2	0	8	9	-3	2	3
CCNC(=O)COC(=O)c1csc2c1CCCC2
  2.0	-2	-2	-6	-2	-3	2	-2	0
CCCCCOC(=O)CC(C(=O)OCCCCC)N1CCCCC1 (stereo not given)
  2.0	5	-2	5	19	-3	20	-1	0
COc1ccc(N/N=C(\C#N)C(N)=O)cc1
  2.6	-1	-6	0	-4	-1	7	0	4
Cc1cc(Nc2ccc(C)c(Cl)c2)nc(N2CCOCC2)n1
  3.4	0	-2	8	-3	-6	10	-1	0
COc1cccc(N2CCN(C(=O)c3ccc(CS(=O)Cc4ccc(C)cc4)o3)CC2)c1 (stereo not given)
  1.1	4	-2	10	4	-2	8	-2	1
CCCCNC(=O)c1cc2cc(OC)ccc2[nH]1
  2.3	-6	-6	-3	-28	-2	11	-1	1
Cc1cnc(NC(=O)CN(C)S(=O)(=O)c2ccc(Cl)cc2)s1
  0.0	-3	0	3	3	2	4	-1	2
Cn1cc(S(=O)(=O)CC(=O)Nc2ccc3c(c2)OCO3)c2ccccc21
  2.3	8	1	0	4	5	6	0	0

# Only proCasp7 act, Fh CTSL1 inh and PP5 inh, for some of the entries so far:
SMILES | proCasp7 act | Fh CTSL1 inh | PP5 inh
CCNC(=O)COC(=O)c1csc2c1CCCC2 | -6 | -2 | 2.0
CCCCCOC(=O)CC(C(=O)OCCCCC)N1CCCCC1 (stereo not given) | 5 | -1 | 2.0
COc1ccc(N/N=C(\C#N)C(N)=O)cc1 | 0 | 0 | 2.6
Cc1cc(Nc2ccc(C)c(Cl)c2)nc(N2CCOCC2)n1 | 8 | -1 | 3.4
COc1cccc(N2CCN(C(=O)c3ccc(CS(=O)Cc4ccc(C)cc4)o3)CC2)c1 (stereo not given) | 10 | -2 | 1.1
CCCCNC(=O)c1cc2cc(OC)ccc2[nH]1 | -3 | -1 | 2.3

# Returning to the listing, repeating the two entries before the break.
# Every second line gives: PP5 inh	procasp3 activ	PP1 counter	proCasp7 act	GASC-1 inh	HCV core dimer	VLA-4 inh	Fh CTSL1 inh	GRK2 aptamer HTS
Cc1cnc(NC(=O)CN(C)S(=O)(=O)c2ccc(Cl)cc2)s1
  0.0	-3	0	3	3	2	4	-1	2
Cn1cc(S(=O)(=O)CC(=O)Nc2ccc3c(c2)OCO3)c2ccccc21
  2.3	8	1	0	4	5	6	0	0
COc1cc2c(c(OC)c1OC)-c1ccc(N(C)CC(OC)OC)c(=O)cc1[C@@H](NC(C)=O)CC2
  3.0	-3	-1	17	12	-1	-12	5	0
C/C(=N/NC(=O)CNC(=O)c1cccs1)c1ccc(Cl)cc1
  2.0	9	-1	3	0	-8	13	5	1
Nc1ccc(N=Nc2ccccc2)c(N)n1
  3.5	-2	-2	-4	16	-11	4	-6	4
CCOCCCNC(=O)c1ccc(N(C)S(=O)(=O)c2ccc(OC)cc2)cc1
  -0.9	22*	0	-3	-3	-2	17	-2	1
COCCn1c(SCC(=O)N(C)c2c(N)n(Cc3ccccc3)c(=O)[nH]c2=O)nnc1-c1cccc(C)c1
  1.1	7	-3	8	-29	-9	8	-2	0
COc1ccc(CCNC(=O)c2ccccc2OCc2ccccc2)cc1
  3.1	-1	1	8	16	2	-8	0	3
CCn1c(N2CCN(S(=O)(=O)c3ccccc3)CC2)nc2ccccc21
  1.7	-10	3	10	29	-8	0	-3	2
COCCn1c(N)c(NCc2ccccc2)c(=O)n(CC(=O)Nc2cc(C)ccc2C)c1=O
  -0.3	3	-1	7	-7	2	22	0	4
CC(=O)c1ccc(NC(=O)CSc2nnc3ccc(-c4ccccn4)nn23)cc1
  0.8	-5	-3	9	2	-3	38	3	1
CCCN(CC1CC1)S(=O)(=O)c1ccc(-n2cnnn2)c(OC)c1
  2.6	-6	4	-11	-4	0	-16	3	0
O=S1(=O)N=C2CCCN2C(c2ccc(F)cc2)N1 (stereo not given)
  0.1	-2	0	7	18	-3	-6	-4	0
Cc1ccc(S(=O)(=O)N2CCOCC2)cc1NC(=O)CSc1ncccn1
  -0.6	5	-4	5	-4	3	3	2	1
N/C(=N\NC(=O)Nc1ccccc1)c1ccccn1
  1.1	-6	-4	3	-3	3	6	10	0
COc1ccccc1CN(Cc1cccnc1)S(=O)(=O)c1ccc(-n2cnnn2)c(OC)c1
  -0.1	1	-2	2	38	6	0	-3	0
CC(C)(C)C(=O)OCc1nc(-c2ccc(F)cc2)cs1
  2.7	3	0	8	44	-3	-1	2	2
c1ccc(-c2nn3cnnc3c3ccccc23)cc1
  0.4	-5	-2	-1	3	2	6	-1	0
C=CCN(C(=O)c1csnn1)C(C(=O)NC1CCCCC1)c1ccccc1F (stereo not given)
  -0.3	-8	-1	1	2	-1	7	-1	2
COc1ccccc1OCCSc1nc2ccccc2n1CC(N)=O
  0.7	2	1	13	-9	-2	7	1	1
CCOc1cc(NC(=O)CC(C)C)c(OCC)cc1NC(=O)CCn1nnc2ccccc21
  0.4	1	-1	6	8	-5	8	-5	7

# Not a hit list. Share with any hit: about 2.6%.
